Screening results deposited in PubChem BioAssay by several laboratories.
TPT1 inhibitor = blocks Candida albicans tRNA 2'-phosphotransferase; recombinant caTPT1, FP RNA substrate dephosphorylation; inhibition, % at 5 µM; actives 0.81% (n = 300,000);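 active means inhibition above the mean of all tested compounds plus 3 SD, set per screening campaign, cut at about 24% in these data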;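 further: plate controls were DMSO alone for no effect and ferristatin control at 100 nM for full effect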
PP5 inh = blocks human protein phosphatase 5 activity; P53041; purified PP5c, OMFP substrate fluorescence; inhibition, % at 6.7 µM; actives 0.18% (n = 320,000);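 active means inhibition above the campaign's mean inhibition across all tested compounds plus 3 SD, cut at about 9.5% in these data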;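 further: 0% = DMSO only and 100% = 100 µM cantharidin control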
Target sequence (P53041 whole entry, looked up): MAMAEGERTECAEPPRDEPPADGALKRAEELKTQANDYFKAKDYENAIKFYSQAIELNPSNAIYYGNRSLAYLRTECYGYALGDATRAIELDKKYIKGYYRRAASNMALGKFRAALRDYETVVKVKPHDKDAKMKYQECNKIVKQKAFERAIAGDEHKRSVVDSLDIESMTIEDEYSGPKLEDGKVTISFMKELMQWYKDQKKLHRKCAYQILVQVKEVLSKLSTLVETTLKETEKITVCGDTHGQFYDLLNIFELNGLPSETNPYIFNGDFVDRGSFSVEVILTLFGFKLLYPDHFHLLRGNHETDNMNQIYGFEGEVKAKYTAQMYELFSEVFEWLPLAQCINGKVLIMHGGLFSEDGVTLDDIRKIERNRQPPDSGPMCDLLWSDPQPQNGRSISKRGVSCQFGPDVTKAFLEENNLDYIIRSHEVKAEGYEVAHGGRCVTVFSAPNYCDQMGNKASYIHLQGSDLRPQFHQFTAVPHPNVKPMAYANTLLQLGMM
PREPL inhibitor = human PREPL enzyme inhibition. Q4J6C6. recombinant PREPL, fluorescence polarization activity-based probe. inhibition, % at 5.96 µM. actives 0.68% (n = 320,000). AID 2751; in the data active means inhibition above about 43%;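 further: 0% = enzyme with DMSO and 100% = wells lacking enzyme; many of its hits are not listed in these tables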
CTSL1 counter = blocks F. hepatica cathepsin L1 in PFM18AAP counter-screen | recombinant F. hepatica cathepsin L1, Z-Leu-Arg-MCA fluorescence | inhibition, % at 5.96 µM | actives 0.49% (n = 300,000);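 active means inhibition above the mean of all tested compounds plus 3 SD, set per screening campaign, cut at about 17% in these data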;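 further: 0% = plate median of test compound wells and 100% = 1 µM Z-Phe-Ala-diazomethylketone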
HCV core dimer = blocks dimerization of HCV core protein; TR-FRET GST/Flag-core106 dimerization, 1536-well; inhibition, % at 5 µM; actives 0.33% (n = 300,000); AID 1899;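 active means inhibition above the mean of all tested compounds plus 3 SD, set per screening campaign, cut at about 45% in these data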
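Test system: GST/Flag-tagged HCV core106 proteins; Medium: KF-containing HEPES buffer, pH 7.45, DTT, CHAPS, BSA; Times: compound-protein-antibody incubation 4 h at 22.5 °C; Detection: TR-FRET 671 and 617 nm emission; Benchmarks: wells lacking GST-core106 and wells with excess unlabelled core106.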
Efflux pump mplx = inhibitors of Candida antifungal efflux pumps expressed in yeast. S. cerevisiae Candida pump triplex, Nile Red efflux. inhibition, % at 10 µM. actives 0.44% (n = 330,000);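 active means plate passing quality check with inhibition over a set limit, or well fluorescence over plate mean plus 4 SD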;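 further: Nile Red retained in pooled yeast measured as flow cytometry median fluorescence; 0% = buffer negative control and 100% = Enniatin B positive control; higher means more Nile Red kept so more efflux inhibition; some compounds called inactive have numbers as strong as hits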
EBNA-1 inh = blocks EBNA-1 binding to DNA; EBNA-1 DNA binding, fluorescence polarization; inhibition, % at 14.8 µM; actives 0.34% (n = 300,000); AID 1950; in the data active means inhibition above about 28%
PP1 inh = PP1-alpha (human) inhibition in PP5 counter-screen; purified PP1alpha, OMFP fluorescence; inhibition, % at 6.7 µM; P62136; AID 2235; actives 0.9% (n = 320,000);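 active means inhibition above the mean inhibition of all tested compounds plus 3 SD, computed separately for each screening campaign, cut at about 15% in these data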
Target sequence (P62136 whole entry, looked up): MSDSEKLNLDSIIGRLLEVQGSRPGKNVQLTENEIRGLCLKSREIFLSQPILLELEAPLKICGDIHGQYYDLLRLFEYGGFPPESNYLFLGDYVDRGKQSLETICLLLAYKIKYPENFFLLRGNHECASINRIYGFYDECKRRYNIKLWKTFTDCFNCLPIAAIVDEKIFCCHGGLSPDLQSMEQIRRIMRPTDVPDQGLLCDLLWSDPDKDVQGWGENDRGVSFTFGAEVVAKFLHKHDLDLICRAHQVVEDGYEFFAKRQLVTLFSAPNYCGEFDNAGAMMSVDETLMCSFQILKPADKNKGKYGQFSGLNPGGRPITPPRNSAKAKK
ZTA counter = blocks Epstein-Barr virus ZTA, an EBNA-1 counter-screen. inhibition, % at 11 µM. ZTA-DNA binding, fluorescence polarization. actives 0.15% (n = 320,000). AID 2234; in the data active means inhibition above about 33%
Target sequence (P03206 whole entry, looked up): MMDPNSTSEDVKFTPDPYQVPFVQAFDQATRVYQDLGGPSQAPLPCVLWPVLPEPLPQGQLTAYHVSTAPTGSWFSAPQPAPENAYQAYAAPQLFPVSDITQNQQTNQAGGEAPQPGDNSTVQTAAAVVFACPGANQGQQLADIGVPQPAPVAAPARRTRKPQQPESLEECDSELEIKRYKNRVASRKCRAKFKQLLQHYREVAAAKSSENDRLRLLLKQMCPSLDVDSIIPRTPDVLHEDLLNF
An asterisk follows results filed as active; . = no result given.

SMILES | TPT1 inhibitor | PP5 inh | PREPL inhibitor | CTSL1 counter | HCV core dimer | Efflux pump mplx | EBNA-1 inh | PP1 inh | ZTA counter
CC(C)c1ccc(/C=C/C(=O)NCc2ccc(S(N)(=O)=O)cc2)cc1 | 3 | 3.5 | 5 | -4 | 19 | 0.1 | 8 | 3 | 11
CC1CCN(C(=O)c2cc(Cl)nc3ccccc23)CC1 | -2 | 2.5 | -8 | -1 | -2 | 0.0 | 3 | -1 | -13
c1cc(-c2nnc3n2CCC3)[nH]n1 | 1 | 1.9 | 15 | -6 | -2 | 0.0 | -8 | -4 | 5
COCC(=O)Nc1nc(-c2ccc(C)cc2)c(C)s1 | 1 | 1.8 | -13 | -1 | -2 | 0.1 | -8 | -3 | -7
O=C(NC1CCCC1)C(c1ccsc1)N(C(=O)Cc1cccs1)c1ccc(F)cc1 (stereo not drawn) | 2 | 0.0 | 5 | 4 | 4 | 0.1 | -11 | -2 | 4
C=CCn1c(SCC(=O)NCCCO)nc2sc3c(c2c1=O)CCC3 | -2 | 0.9 | 1 | 1 | 4 | 0.0 | -7 | 0 | 7
O=C(NCc1cccnc1)C1CC(c2ccccc2O)=NO1 (stereo not drawn) | -1 | -1.8 | -17 | -3 | -1 | -0.1 | -5 | -1 | -13
CC(=O)c1ccc(N2CCN(S(=O)(=O)c3cccc4nsnc34)CC2)cc1 | -2 | -0.5 | 0 | 1 | 5 | 0.1 | 2 | -2 | 7
Cc1cccc(NC(=O)Cn2nc([N+](=O)[O-])c(Br)c2C)n1 | -1 | 1.1 | 11 | -7 | -2 | -0.1 | -4 | -1 | -18
CCCC(=O)OCC(=O)Nc1ccccc1Sc1ccccc1 | -1 | 3.0 | 0 | -6 | -4 | 0.0 | 0 | 0 | -14
COc1cccc(C(=O)Nc2nc(-c3ccc(S(=O)(=O)N4CCOCC4)cc3)cs2)c1 | -2 | 5.4 | -8 | -2 | -17 | 0.1 | 12 | -3 | 10
Cc1cc(NC(=O)c2cc3cccc([N+](=O)[O-])c3[nH]2)ccc1F | -3 | 2.5 | 23 | -4 | 0 | 0.2 | -7 | 7 | -6
CC(=O)CSc1cc(C)nc2c(-c3ccccc3)c(C)nn12 | 2 | -0.3 | -3 | -3 | 0 | 0.1 | -2 | -3 | -6
O=C(CN1CCCCC1)Nc1ccc(S(=O)(=O)N2CCOCC2)cc1 | 0 | -0.4 | 5 | -1 | -3 | 0.1 | -1 | -4 | 4
CC(C)N1CCN(S(=O)(=O)c2ccccc2)CC1 | 0 | 0.8 | 12 | 0 | 5 | -0.2 | -12 | 1 | 19
CC1OC2(OC1C)C(=O)Nc1ccccc12 (stereo not drawn) | -1 | 1.0 | -6 | 1 | 0 | 0.2 | 2 | -5 | -7
CCOC(=O)c1sc(SCC(=O)Nc2ccc(N(C)C)cc2)nc1N | 0 | 1.7 | 23 | 10 | -28 | 0.1 | -9 | -1 | -9
O=C(O)c1cc2nc(-c3ccccc3)cc(C(F)(F)F)n2n1 | -4 | -0.5 | 8 | -2 | 7 | 0.0 | 3 | -1 | 12
O=C(NCC1CCCO1)c1ccc(Br)s1 (stereo not drawn) | 1 | -0.8 | -1 | -1 | 4 | 0.1 | 0 | -3 | 6
CCCN(CCC)CCCNC(=O)c1cc2cc3ccc(Cl)cc3nc2o1 | 3 | 3.5 | -8 | 3 | -2 | 0.0 | -6 | 0 | -7
COc1ccc(S(=O)(=O)N2CCC(C(=O)N[C@@H](C)C(=O)NC3CC3)CC2)cc1 | 1 | 3.0 | 4 | -3 | -8 | 0.2 | 1 | -3 | -9
COc1ccc(OC)c(NC(=S)N2CCN(c3ccccn3)CC2)c1 | 3 | -1.9 | 6 | -4 | 1 | 0.1 | -6 | 1 | 12
CCN(CC)CCCNC(=O)c1cn(CC)c2cc(N3CCN(C(=O)c4ccco4)CC3)c(F)cc2c1=O | -1 | 3.2 | 13 | 6 | -10 | -0.1 | -10 | 2 | -13
CC(C)(C)NC(=O)CC1C(=O)NCCN1Cc1c(F)cccc1Cl (stereo not drawn) | -1 | -0.2 | 7 | -2 | -10 | -0.1 | 3 | -3 | -14
CCOc1ccccc1-c1nc(CN2CCCN(C(=O)c3ccco3)CC2)c(C)o1 | 0 | 2.1 | 12 | 0 | 3 | 0.0 | 0 | -3 | -7
Cc1noc(C)c1C(=O)Nc1ccc2c(c1)CCC2 | -1 | -0.7 | -3 | -1 | 1 | 0.0 | 3 | 4 | 1
CC(=O)N1CCN(c2ccc(NC(=O)c3cccc(OCc4ccccc4)c3)cc2)CC1 | -6 | 0.8 | 22 | 2 | -3 | -0.1 | -4 | 2 | -5
CCOC(=O)N1CCN(c2nc(C(F)(F)F)nc3c(C)cc(C)cc23)CC1 | -2 | 4.5 | -2 | 4 | 3 | 0.0 | -2 | -3 | -15
COc1ccc(N=C2C(=O)Nc3ccccc32)cc1 | 2 | 3.2 | 16 | -4 | 6 | 0.2 | -18 | -2 | 13
O=C(NCCCCCCNC(=O)c1ccc(Br)s1)c1ccc(Br)s1 | 0 | 1.1 | -2 | 0 | 0 | 0.0 | 53* | 0 | 10
O=C(O)c1nn(CCOc2ccc(Br)cc2)c(=O)c2ccccc12 | 2 | 3.7 | -24 | 2 | -2 | 0.2 | -15 | 2 | 7
CC1CCCCC1NC(=O)CN1CCC(O)(c2ccc(F)cc2)CC1 (stereo not drawn) | -1 | -1.2 | 2 | 0 | -1 | 0.1 | 4 | 1 | -6
O=C(c1ccc2snnc2c1)N1CCN(c2ccccc2)CC1 | 3 | -0.6 | 8 | 1 | 2 | -0.1 | -13 | 2 | 13
CCCCCCCC1(C)NC(=O)NC1=O (stereo not drawn) | -1 | -1.9 | 14 | 2 | -3 | -0.1 | 7 | -4 | -8
CCN(CC)c1nc(C)nc2c1sc(=S)n2C | 1 | 0.0 | 7 | 0 | 0 | -0.1 | 6 | -5 | 4
CCOC(=O)[C@H]1O[C@@H]1C(=O)N[C@@H](CC(C)C)C(=O)NCCC(C)C | -3 | 0.1 | 4 | 106* | -3 | -0.1 | 2 | 1 | 4
O=[N+]([O-])c1cccc(NC2=NCCC2)c1 | -7 | 1.1 | 1 | 2 | -1 | 0.0 | 16 | -1 | -3
CSc1nc(C)cc(OCCNS(=O)(=O)c2ccc(C)cc2)n1 | -7 | 1.8 | 12 | 7 | 2 | -0.1 | -16 | -1 | -25
c1ccc(COc2ccccc2CNC23CC4CC(CC(C4)C2)C3)cc1 | 1 | 1.6 | 22 | -2 | -16 | 0.1 | -11 | -6 | -14
Cc1cc(=O)[nH]c(N/N=C/c2ccccc2C(F)(F)F)n1 | -2 | -0.7 | 6 | 0 | -7 | -0.1 | -8 | -2 | -6

Fetched one by one from the list above (5):
SMILES | TPT1 inhibitor | PP5 inh | PREPL inhibitor | CTSL1 counter | HCV core dimer | Efflux pump mplx | EBNA-1 inh | PP1 inh | ZTA counter
COc1ccc(S(=O)(=O)N2CCC(C(=O)N[C@@H](C)C(=O)NC3CC3)CC2)cc1 | 1 | 3.0 | 4 | -3 | -8 | 0.2 | 1 | -3 | -9
Cc1cc(=O)[nH]c(N/N=C/c2ccccc2C(F)(F)F)n1 | -2 | -0.7 | 6 | 0 | -7 | -0.1 | -8 | -2 | -6
O=C(O)c1nn(CCOc2ccc(Br)cc2)c(=O)c2ccccc12 | 2 | 3.7 | -24 | 2 | -2 | 0.2 | -15 | 2 | 7
CCCCCCCC1(C)NC(=O)NC1=O (stereo not drawn) | -1 | -1.9 | 14 | 2 | -3 | -0.1 | 7 | -4 | -8
O=C(NCCCCCCNC(=O)c1ccc(Br)s1)c1ccc(Br)s1 | 0 | 1.1 | -2 | 0 | 0 | 0.0 | 53* | 0 | 10

Following part:
SMILES | TPT1 inhibitor | PP5 inh | PREPL inhibitor | CTSL1 counter | HCV core dimer | Efflux pump mplx | EBNA-1 inh | PP1 inh | ZTA counter
COC(=O)c1ccc(C(=O)OC)nc1 | -3 | 0.0 | 6 | -1 | -8 | -0.4 | 7 | -2 | 0
COP(=O)(OC)C(Nc1ccc([N+](=O)[O-])cc1)c1ccccc1 (stereo not drawn) | 0 | -0.2 | -2 | -1 | 3 | -0.2 | 4 | 0 | 5
COC(=O)CSc1nc2ccc(N)cc2s1 | 2 | -1.4 | -1 | -4 | 7 | -0.1 | 7 | -6 | 7
CC(C)c1ccc(N=C2N=C(N)c3ccccc32)cc1 | 0 | -0.3 | 1 | -1 | 4 | 0.0 | 10 | -3 | 1
COc1cc(C)c(C(=O)Oc2cc(C)c(C(=O)O)c(O)c2C)c(OC)c1C | 0 | 4.2 | 16 | 4 | 10 | -0.1 | 11 | 7 | 3
CC(=O)c1ccc(OCC(=O)Nc2cccc(S(=O)(=O)N3CCCC3)c2)cc1 | . | 1.1 | 7 | . | . | 0.2 | . | -4 | -4
COc1ccc(CC(=O)Nc2cccc(S(=O)(=O)N3CCOCC3)c2)cc1OC | . | 0.7 | 13 | . | . | 0.0 | . | -2 | -5
CC(C)(C)NC(=O)COc1ccc(CNCc2cccnc2)cc1 | -3 | -2.2 | -13 | -2 | 2 | 0.0 | 4 | -6 | -4
N#Cc1c(N2CCOCC2)nsc1-c1ccccc1 | 0 | 2.0 | 3 | 1 | 7 | 0.0 | 0 | -1 | -4
CC(=O)c1ccc(NC(=O)C(C)OC(=O)COc2ccc(C#N)cc2)cc1 (stereo not drawn) | -2 | 0.4 | -2 | -6 | -2 | 0.1 | -10 | -1 | -7
COc1ccc(OCC(=O)NC(=S)NNC(=O)COc2ccc(Br)cc2Cl)cc1 | 0 | 2.3 | -10 | -6 | -1 | -0.2 | -2 | -1 | 4
O=S1(=O)C=CC(Nc2cccc(Cl)c2)C1 (stereo not drawn) | 1 | 2.6 | -23 | 0 | 12 | 0.0 | -9 | -2 | 1
CCC1=NN2C(=N)/C(=C\c3cccn3-c3ccc(C)c(C)c3)C(=O)N=C2S1 | 0 | 0.5 | -8 | 3 | 26 | 0.1 | -3 | 13 | 17
COC(=O)C1=C(C)NC(=O)CC1c1cccc(OC)c1OC (stereo not drawn) | -1 | 1.2 | 9 | 8 | 1 | 0.0 | 13 | 0 | 8
Cc1[nH]c(=O)c(C#N)c(C)c1CCC(=O)Nc1cc(S(C)(=O)=O)ccc1Cl | -4 | -2.2 | 17 | 5 | -10 | -0.2 | 4 | 0 | 1
Cc1c(Cl)cccc1NC(=S)N1CCN(C(=O)C2CCCO2)CC1 (stereo not drawn) | -4 | 2.9 | 13 | -2 | 3 | -0.1 | 4 | -2 | -4
COc1ccc(CCNC(=O)c2noc(C(C)C)c2[N+](=O)[O-])cc1OC | -4 | 0.4 | -1 | -7 | 1 | 0.0 | 12 | 3 | -6
Cc1sc2ncn(CC(=O)NCC3COc4ccccc4O3)c(=O)c2c1S(=O)(=O)N1CCCCC1 (stereo not drawn) | -1 | -0.5 | 5 | 5 | 3 | 0.0 | 3 | -1 | 5
O=C(/C=C/c1ccccc1)Nc1cc(S(=O)(=O)N2CCOCC2)ccc1N1CCCC1 | -1 | 4.0 | 0 | -1 | 10 | 0.0 | 9 | 0 | -3
Nc1cc(=O)[nH]c(SCC(=O)Nc2ccc(Cl)c(Cl)c2)n1 | 2 | -0.7 | -25 | 1 | -3 | 0.0 | 6 | -1 | 3
CN(C(=O)CN(CCO)CC(=O)N(C)C(C)(C)Cc1ccccc1)C(C)(C)Cc1ccccc1 | -2 | -12 | 33 | 10 | -3 | 0.1 | -6 | 21* | 1
CCc1nc2ccccc2c(=O)n1NCCc1ccccc1 | -3 | -1.1 | 0 | 1 | 8 | 0.0 | 14 | -3 | 10
CC1CCCC(C)N1/N=C/c1ccc(C(=O)O)cc1 (stereo not drawn) | -2 | 1.1 | 20 | 2 | -1 | -0.1 | 8 | -2 | 4
CCOC(=O)CNc1ccc(OC(F)(F)F)cc1 | 0 | 0.1 | 1 | -1 | 4 | -0.1 | 2 | -3 | -3

Some of the compounds tested (hit frequency here may not be typical).
